inhibitors of VEEV: inhibitors of VEEV TC-83 cytopathic effect, confirmation, Vero cells (AID 588727). Vero cells, VEEV TC-83 cytopathic effect inhibition; higher % means a stronger effect. 350,000 tested, 0.13% active. inhibition, % at 20 µM, or IC50 in µM where a hit was titrated; in the data active = a potency from the dose series; inconclusive = inhibition mostly from about 14% at the one dose, without a potency; inactive = the rest, 99 in 100 with inhibition below about 12%; note: strong numbers were not always called active
Salmonella PhoP GFP: Inhibition of PhoP regulon, Salmonella typhi GFP reporter cells, confirmation, 4 h (AID 1850). Salmonella Typhi PhoP-promoter GFP reporter, fluorescence, 4 h; higher % means a stronger effect. inhibition, % at 50 µM, or IC50 in µM where a hit was titrated. 310,000 tested, 0.33% active; in the data active = a potency from the dose series; inconclusive = inhibition mostly from about 25% at the one dose, without a potency; inactive = the rest, 99 in 100 with inhibition below about 19%;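 note: 0% = induced wells with vehicle and 100% = uninduced wells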
influenza NS1A: H1N1 influenza NS1A inhibitors, functional cell based assay (AID 504329) | one-dose inhibition, % at 12.5 µM; IC50 in µM for titrated hits | NS1A functional cell-based assay, percent inhibition; higher % means a stronger effect | 340,000 tested, 0.3% active; in the data active = a potency from the dose series; inconclusive = inhibition above about 27% without an active follow-up result; note: strong numbers were not always called active
tuberculosis growth: growth inhibition of non-replicating M. tuberculosis (AID 488890); Mycobacterium tuberculosis non-replicating, growth inhibition; higher % means a stronger effect; inhibition, % at 25 µM; hits with a dose series show IC50 in µM; 320,000 tested, 0.39% active; in the data active = a potency from the dose series; inconclusive = inhibition mostly from about 82% at the one dose, without a potency; inactive = the rest, 99 in 100 with inhibition below about 76%;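 note: plate controls were DMSO cells for no effect and high antibiotic wells for full effect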
H37Rv inhibition: M. tuberculosis growth inhibition, HTS (AID 449762); M. tuberculosis H37Rv growth inhibition, 7H9 media; higher % means a stronger effect; inhibition, % at 25 µM; hits with a dose series show IC50 in µM; 330,000 tested, 0.59% active; in the data active = a potency from the dose series; inconclusive = inhibition above about 70% without an active follow-up result;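 note: bacterial growth assessed after seven days of incubation; strong numbers were not always called active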
inhibitors of VEEV 10K pilot screen: further read-out of inhibitors of VEEV, marked with its call; inhibition, %; measured here: 10K pilot screen inhibition
An asterisk follows results filed as active; i = inactive; ? = inconclusive; . = not tested or not shown.

SMILES	inhibitors of VEEV	Salmonella PhoP GFP	influenza NS1A	tuberculosis growth	H37Rv inhibition	others
CCC1CCCCN1S(=O)(=O)c1ccc(NC(=O)c2nc(S(C)(=O)=O)ncc2Cl)cc1 (configuration not stated)	23%	3%	-2%	.	8%
O=C(COc1ccc(Br)cc1Cl)NC(=S)Nc1ccccn1	0.9%	-14%	1%	-3%	2%
CCOC(=O)c1cccc(NC(=O)CSc2nnc(C)n2Cc2ccccc2)c1	i	13%	7%	9%	5%
CCC1(CC)COP(=O)(OCC(Cl)CCl)OC1 (configuration not stated)	i	.	-27%	.	.
COc1ccc(-c2csc(/C(C#N)=C\c3ccc(OC)c([N+](=O)[O-])c3)n2)cc1	1.0%	-4%	-4%	-2%	11%
CC(C)(C)NC(=O)NC(=O)COC(=O)CNS(=O)(=O)/C=C/c1ccccc1	0.3%	6%	-10%	7%	0%
CN(c1ccc(OCC(=O)N2CCN(c3ccc(F)cc3)CC2)cc1)S(=O)(=O)c1cccs1	i	7%	6%	27%	4%
CC1(C)C2CC=C(/C=N/NC(=O)C(N)=O)C1C2 (configuration not stated)	i	-3%	0%	3%	-6%
Cc1cccc(-c2nnc(SCC(=O)C(C)(C)C)n2C)c1	i	0%	-10%	72%	0%
Cc1cc(NC(=O)COC(=O)c2ccc(C)c(C)c2)no1	0.4%	.	-1%	31%	1%
Nc1cc(N)nc(SCc2cccc(F)c2)n1	0.8%	-4%	-4%	7%	-3%
CCOc1ccc(NS(=O)(=O)c2cc3c(cc2C)N(C)CCO3)cc1	i	3%	-4%	-11%	-4%
O=C(CNc1n[nH]c(=O)[nH]c1=O)N/N=C/c1ccccc1	.	3%	.	-18%	-1%
CCOc1ccc(-c2nnn(CC(=O)c3cc(OC)ccc3OC)n2)cc1	i	1%	-7%	0%	4%
Cc1ccc(C(=O)Nc2ccncc2)c(Cl)c1	i	-5%	-12%	-5%	2%
[O-]/[N+](=C\c1ccco1)c1ccc(Cl)cc1	2.6%	11%	8%	45%	43%
Cc1ccc(S(=O)(=O)N2CCOCC2)cc1C(=O)OCC(=O)N1CCCCC1	1.0%	.	0%	8%	1%
O=c1cc(CO)oc2ccccc12	0.8%	.	-1%	2%	6%
CCn1cc(C(=O)NC2CCCc3c2cnn3-c2cccc(C)c2C)cn1 (configuration not stated)	2.1%	0%	-23%	-13%	-4%
COc1ccc(OC)c(NC(=O)C(C)N2c3cccc4cccc(c34)S2(=O)=O)c1 (configuration not stated)	1.7%	-13%	-9%	-6%	9%

The list goes on; the last two above are carried over.
SMILES	inhibitors of VEEV	Salmonella PhoP GFP	influenza NS1A	tuberculosis growth	H37Rv inhibition	others
CCn1cc(C(=O)NC2CCCc3c2cnn3-c2cccc(C)c2C)cn1 (configuration not stated)	2.1%	0%	-23%	-13%	-4%
COc1ccc(OC)c(NC(=O)C(C)N2c3cccc4cccc(c34)S2(=O)=O)c1 (configuration not stated)	1.7%	-13%	-9%	-6%	9%
O=[N+]([O-])c1ccc(/C([O-])=C(/C(=S)NCc2ccco2)[n+]2ccccc2)cc1	3.1%	14%	-11%	-12%	11%
O=C(Oc1ccc(/C=N/O)cc1)c1ccccc1Cl	i	-5%	2%	i	?
COC(=O)CCCC1=CC2=CC(=O)C(C)(OC(=O)c3ccc(Cl)nc3)C(=O)C2=CO1 (configuration not stated)	.	-7%	.	3%	1%
Cc1ccc(-c2csc(-c3ccncc3)n2)cc1	1.8%	6%	-12%	73%	44%
O=C(NCCCc1ccccc1)C(=O)NCC1OCCN1S(=O)(=O)c1ccccc1 (configuration not stated)	i	-8%	-7%	31%	-8%
COC(=O)c1ccc(N2CCN(C)CC2)c(NC(=O)COc2ccccc2Cl)c1	2.0%	-10%	10%	27%	14%
CCN(C1CCCCC1)S(=O)(=O)c1ccc(C(=O)O)cc1	1.6%	1%	1%	-9%	-4%
Cc1cccc(-c2nsc(SCC(=O)NCc3ccc4c(c3)OCO4)n2)c1	i	-8%	0%	?	?
O=C(Cc1sc(Nc2ccccc2)nc1-c1ccccc1)NCc1ccccn1	8.8%	-17%	2%	73%	4%
O=C(CSc1nc2ccccc2s1)N/N=C/c1cc([N+](=O)[O-])ccc1O	1.8%	73µM*	0%	63%	-9%
CN(C)S(=O)(=O)c1cccc(NC(=O)COC(=O)c2cc(=O)[nH]c(=O)[nH]2)c1	0.8%	-10%	-5%	-1%	-3%
CC(c1ccon1)N(C)C(=O)CCc1nnc(CCCCc2ccccc2)o1 (configuration not stated)	0.2%	-2%	9%	-6%	5%
Cc1ccc(C(C)C)c(OCCNCCc2ccccc2)c1	4.5%	-8%	18%	?	61%
COc1cc2c(cc1NC(=O)Nc1ccc(F)cc1)oc1ccccc12	0.3%	-14%	0%	-14%	10%
Cc1ccc(SCC(=O)OCC(=O)NC2(C#N)CCCCC2)cc1	1.8%	-4%	-9%	1%	8%
CC1c2ccccc2SC(CCCN(C)C)c2ccccc21 (configuration not stated)	i	-6%	-2%	38%	2%
N#CCCN1CCN(S(=O)(=O)c2cc(Cl)ccc2Cl)CC1	i	-8%	4%	-2%	3%
COC(=O)c1ccc(CN2CCN(Cc3ccc(C(=O)OC)o3)CC2)o1	i	2%	1%	-12%	7%
CCOC(=O)N1CCN(S(=O)(=O)N2CCCC(C(=O)NCCc3ccc(C)cc3)C2)CC1 (configuration not stated)	0.6%	4%	-6%	11%	3%
NCCCCCC(=O)N/N=C/c1coc2ccccc2c1=O	i	-6%	-13%	-12%	2%
COc1ccc(-c2csc(NC(=O)c3ccccc3OC)c2C(=O)O)cc1OC	2.8%	11%	-24%	15%	8%
COc1cc(S(=O)(=O)N2CCN(Cc3ccc4c(c3)OCO4)CC2)ccc1NC(C)=O	.	.	.	1%	-8%
O=C(CCc1ccccc1)NNC(=S)NC(=O)c1ccccc1	8.6%	118µM*	-6%	?	?
O=C(COC(=O)Cc1cccc(F)c1)NC(=O)NC1CCCCC1	0.9%	.	-11%	.	.
CCN(CC)CCN(C(=O)c1ccccc1OC)c1nc2ccc(F)cc2s1	1.1%	7%	-1%	3%	6%
Cc1cc(C)c(NC(=O)COc2nncc3ccccc23)c(C)c1	i	-10%	-17%	-5%	13%
O=C(CCSCCc1ccccn1)Nc1c(F)c(F)c(F)c(F)c1F	0.6%	-3%	-1%	19%	3%
CCOC(=O)Cn1cnc2c(C#N)c3n(c2c1=O)CCCCC3	1.3%	7%	-24%	-8%	-3%
COc1ccc(CCNC(=O)CCCc2nnc3n(C)c(=O)c4sccc4n23)cc1OC	i	-17%	6%	-12%	-1%
CCOC(=O)C1CCN(S(=O)(=O)C(F)(F)c2nc3ccccc3s2)CC1	0.5%	-5%	2%	?	-8%
O=C(NCc1ccccc1)c1cccc(NC(=O)C2CCCC2)c1	i	.	-6%	.	.
NC(=O)N/N=C/c1c(O)ccc2oc3c(c12)CCCC3	i	2%	-7%	41%	-3%
Cc1cc(C(=O)N/N=C/c2cc(Br)ccc2OC(=O)c2ccc(Br)cc2)n[nH]1	.	-27%	.	5%	-1%
COc1ccccc1/C=N/Nc1nncc2ccccc12	0.7%	2%	1%	-3%	1%
CCOC(=O)C1(CCOc2ccccc2)CCN(Cc2ccc(CO)o2)CC1	i	-2%	-3%	27%	1%
COC(=O)C(CC(=O)c1cccc(OC)c1)c1ccc(F)cc1 (configuration not stated)	0.3%	1%	-6%	-5%	3%
Cc1ccc(NC(=O)c2ccc(N3CCCC3=O)cc2)cc1S(=O)(=O)N1CCCCC1	3.0%	.	-9%	-4%	3%
CCC1(c2ccccc2)NC(=O)N(CC(=O)NCc2ccc(OC)cc2)C1=O (configuration not stated)	10%	-27%	-7%	-2%	-6%
COc1cccc(NC(=O)CN(C)C(=O)CNC(=O)c2ccc(C)s2)c1	1.6%	.	-9%	.	.
Cc1ccc(-n2nc3c(c2NC(=O)c2ccc(S(=O)(=O)N4CCOCC4)cc2)CSC3)c(C)c1	0.9%	-14%	-1%	-6%	1%
CCN(C(=O)Cc1c(C(=O)O)n(CC)c2ccccc12)c1cccc(C(F)(F)F)c1	2.4%	-2%	-8%	25%	13%
N#Cc1c(-c2ccccc2)cc(C2CC2)nc1N	2.3%	-19%	7%	18%	10%	inhibitors of VEEV 10K pilot screen=0.0
Nc1nc(SCC(=O)N2CCCC2)[nH]c(=O)c1-c1ccccc1	3.3%	2%	2%	-14%	9%	inhibitors of VEEV 10K pilot screen=0.7
Cc1ccc(OCC(=O)NCc2ccccc2)c([N+](=O)[O-])n1	0.1%	-22%	-8%	-8%	10%
Cc1ccc([N+](=O)[O-])cc1NC(=O)C[n+]1ccccc1	0.1%	0%	-1%	-3%	-6%
COc1ccc(-c2ccnc3nc(/N=C/N(C)C)nn23)cc1	.	-4%	.	-3%	-2%
O=C(Cn1nc(C(=O)O)c2ccccc2c1=O)Nc1ccc(F)cc1F	0.5%	-6%	3%	3%	7%
Cc1cc(NC(=O)C(C)SCC(=O)Nc2nc3c(F)cc(F)cc3s2)no1 (configuration not stated)	0.8%	.	-11%	5%	7%
COCCCn1c(N)c(C(=O)Nc2sc3c(c2C(=O)OC)CCCC3)c2nc3ccccc3nc21	3.3%	1%	-1%	7%	5%
CCc1cccc(C)c1NC(=O)CN1C(=O)NC(CCc2ccccc2)C1=O (configuration not stated)	5.4%	.	-1%	4%	-2%
COc1cccc(-n2nnc3c(=O)n(Cc4ccc(Cl)cc4)cnc32)c1	1.0%	-5%	-1%	.	.	inhibitors of VEEV 10K pilot screen=1.0
Cc1cc(C(F)(F)F)n2nc(-c3cnn(C)c3C(F)(F)F)cc2n1	1.8%	-6%	-2%	2%	4%
CC1(C)CC(=O)C=C(N2CCCC2)C1	1.0%	-11%	-4%	-10%	-13%
CCOC(=O)C1Oc2ccccc2C(c2ccc(OC)cc2)=C1C(=O)OC (configuration not stated)	4.0%	.	-20%	.	.
CC1(C)CC(CCNC(=O)c2ccco2)CC(C)(C)N1	i	0%	-5%	-13%	-6%
O=C(N/N=C/c1cc(Cl)ccc1O)c1ccccc1Br	10%	-2%	-2%	?	1%
Cc1cc(OCC(=O)Nc2ccc(N3CCN(C)CC3)cc2)ccc1Cl	3.6%	-7%	4%	34%	-20%
Cc1ccc2cc(CN(CC(C)C)S(=O)(=O)c3ccccc3)c(=O)[nH]c2c1	10%	-19%	-1%	-2%	1%
CCCOc1ccc(C(C)(O)CN2CCOCC2)cc1 (configuration not stated)	0.2%	-10%	-2%	-11%	-3%
Cc1nc2scc(C)n2c(=O)c1S(=O)(=O)NCCc1ccc(Cl)cc1	i	10%	4%	-10%	3%

Structural class: the entries above with a COOH group.
SMILES	inhibitors of VEEV	Salmonella PhoP GFP	influenza NS1A	tuberculosis growth	H37Rv inhibition	others
CCN(C1CCCCC1)S(=O)(=O)c1ccc(C(=O)O)cc1	1.6%	1%	1%	-9%	-4%
COc1ccc(-c2csc(NC(=O)c3ccccc3OC)c2C(=O)O)cc1OC	2.8%	11%	-24%	15%	8%
CCN(C(=O)Cc1c(C(=O)O)n(CC)c2ccccc12)c1cccc(C(F)(F)F)c1	2.4%	-2%	-8%	25%	13%
O=C(Cn1nc(C(=O)O)c2ccccc2c1=O)Nc1ccc(F)cc1F	0.5%	-6%	3%	3%	7%

Continuation:
SMILES	inhibitors of VEEV	Salmonella PhoP GFP	influenza NS1A	tuberculosis growth	H37Rv inhibition	others
O=C(C[n+]1cc(-c2ccccc2)n2c1CCCCC2)c1ccc(Br)cc1	i	-5%	2%	64%	8%
Cn1ccnc1SCC(=O)Nc1sccc1C#N	1.0%	6%	2%	1%	-3%
CC(C)CN=c1cc(-c2ccccc2)oc2ccc(Cl)cc12	1.0%	6%	8%	38%	28%
CC1CCN(S(=O)(=O)c2ccc(Oc3ccc([N+](=O)[O-])cc3)cc2)CC1	i	4%	16%	8%	-6%
COc1cccc(Nc2nc(N)nc(CCl)n2)c1	?	-2%	11%	?	?
O=C(Cn1cnc2ccccc2c1=O)N1CCOCC1	1.9%	-13%	-5%	9%	10%
COc1ccc(CCNC(=O)/C=C/c2ccc(OC)c(S(=O)(=O)N3CCOCC3)c2)cc1	3.1%	8%	-4%	6%	-3%
Cc1sc2nc(CN3CCCCC3)nc(Nc3ccc4c(c3)OCCO4)c2c1C	1.3%	5%	-7%	24%	-1%
Cc1nc2sc(-c3ccccc3)nn2c(=O)c1Br	2.5%	-8%	-7%	-3%	1%
CC(C)NC(=O)C1CCN(S(=O)(=O)c2ccc(N3CCCC3=O)cc2)CC1	1.6%	9%	3%	24%	-1%
S=c1[nH]nc(-c2ccncc2)n1Cc1ccccc1	2.5%	-5%	-8%	4%	-6%
O=C(O)C1CC=CCC1C(=O)Nc1ccc2c(c1)OCCO2 (configuration not stated)	1.2%	2%	4%	-10%	0%
COc1nc(NCCC2=CCCCC2)nc(OC)n1	1.6%	-5%	5%	-4%	13%

Assay outcomes (PubChem BioAssay)
